ER stress death: ER stress cell death inhibition. CSM14.1 thapsigargin ER stress survival, ATP luminescence. relative survival (cellular ATP), % at 15 µg/mL (by protocol). actives 0.33% (n = 48,000);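 active = survival measured by cellular ATP above 50% at 15 µg/ml in the first screen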;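 also: cell death triggered by about 15 µM thapsigargin; ATP read 24 h after thapsigargin was added; plate controls were thapsigargin with DMSO for no effect and DMSO without thapsigargin for full effect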
An asterisk follows results filed as active. Some of the compounds tested; the hit share may differ from the screen's.

structure	ER stress death
O=C(Cc1ccc(Cl)cc1)NNC(=O)c1ccccn1	11
COC(=O)C1=C(C)NC2=C(C(=O)c3ccccc32)C1c1ccc(OCc2ccc(Cl)cc2Cl)c(OC)c1 (stereo not drawn)	-5
CSc1ccc(/C=N/n2c(C)nnc2C)cc1	13
N#CCCS(=O)(=O)Oc1ccccc1	2
CCN1C(=O)/C(=C\C=C\c2ccccc2[N+](=O)[O-])SC1=S	2
Cc1cc(OCC(=O)N2CCN(c3ccccc3)CC2)ccc1Br	-1
CS(=O)(=O)c1ccc2nc(NC(=O)c3ccc(Cl)c(Cl)c3)sc2c1	0
CCOc1ccc(N(CC(=O)OC)S(=O)(=O)c2ccc(C)cc2)cc1	2
O=C1c2ccc(-c3nc4ccccc4c(=O)o3)cc2C(=O)N1c1ccc(Cl)cc1	4
COc1ccc(/C=C/C(=O)c2ccc(I)cc2)cc1	0
COc1ccc(CC(=O)Nc2cccc(C(=O)NCC(C)C)c2)cc1	2
O=S1(=O)CC=C(CSc2nc3ccccc3[nH]2)C1	3
Cc1c(NC(=O)CC2CCC2)c(=O)n(-c2ccccc2)n1C	9
Cc1onc(-c2ccccc2)c1C(=O)NCc1cccnc1	12
CCOc1ccccc1C(=O)Nc1cc(C(F)(F)F)ccc1Cl	8
Cc1ccc(S(=O)(=O)N(CC(=O)N/N=C/c2ccc(F)cc2)c2cccc3cccnc23)cc1	1
O=C(Nc1ccccc1C(=O)O)c1ccc(Br)c(S(=O)(=O)NCc2ccccc2)c1	-5
COc1ccc(N=Cc2ccc(O)c(OC)c2)cc1	-2
C=CCN1C(=O)C2C3c4ccccc4C(c4ccccc43)C2C1=O (stereo not drawn)	-7
COc1ccc(/C=C2/C=C(c3ccc(OC)cc3OC)OC2=O)c(OC)c1	3
CCOc1ccccc1/C=C/C(=O)c1cccs1	5
CCCOC(=O)c1c(NC(=O)Cn2nc([N+](=O)[O-])cc2C)sc2c1CCCC2	-1
COC(=O)c1ccccc1NC(=O)c1cc(I)ccc1Cl	-2
Cc1cc(C)c(C(=O)/C=C/c2ccncc2)c(=O)[nH]1	-5
O=C1c2ccccc2C(=O)N1CN1c2ccccc2CCc2ccccc21	-3
COc1ccc(N(CC(=O)Nc2cccc(C(F)(F)F)c2)S(=O)(=O)c2ccccc2)cc1	7
O=C(Nc1nnc(C23CC4CC(CC(C4)C2)C3)s1)c1ccccc1F	4
O=C1C=CC(=O)N1c1ccc(N2CCCCC2)cc1	-2
CCOC(=O)c1c(C)n(C)c2cc(Br)c(O)c(CN(C)C)c12	2
O=C(COc1ccccc1Cl)Nc1nc(-c2ccccc2)cs1	13

Single entries from the entries so far:
Under ER stress death, CSc1ccc(/C=N/n2c(C)nnc2C)cc1 has the entry 13
Under ER stress death, CCOc1ccccc1C(=O)Nc1cc(C(F)(F)F)ccc1Cl has the entry 8

(next part)
structure	ER stress death
O=C(CN1CCN(c2ccc([N+](=O)[O-])cc2)CC1)Nc1nccs1	3
CCOC(=O)COc1ccc(C2NC(=S)NC(C)=C2C(=O)OC)cc1OC (stereo not drawn)	7
O=C1OC(COc2ccccc2)CN1c1ccc(Cl)c(Cl)c1 (stereo not drawn)	6
O=C(CCCOc1ccc(Cl)cc1Cl)Nc1ncn[nH]1	6
O=C1ON=C(c2ccccc2)/C1=C\c1ccc(OCc2ccccc2)cc1	6
Clc1ccc(OCCCCN2CCCC2)cc1	-16
O=C(O)CCCCCN1C(=O)/C(=C/c2c(F)cccc2Cl)SC1=S	8
Cc1ccc(NC(=O)CN2CCN(CCN=CC3=C(O)CC(C)(C)CC3=O)CC2)cc1	-4
O=C(Nc1ccc(-c2nc3ccccc3o2)cc1)c1ccc(-c2ccc([N+](=O)[O-])cc2)o1	0
CCOC(=O)c1ccc(-c2ccc(/C=C3/C(=O)NC(=O)N(c4ccc(OC)cc4)C3=O)o2)cc1	10
COc1ccc(/C=N/c2sc(C)c(C)c2C#N)cc1	-1
CCC(=O)Nc1ccc2oc(-c3cccnc3)nc2c1	-8
COc1cc(C(=O)N2CCN(Cc3ccccc3C(F)(F)F)CC2)cc(OC)c1OC	8
Cn1ccnc1/C=C(/OC(=O)c1ccccc1)c1ccccc1	-2
Cn1nc(-c2ccc(Br)cc2)cc1N	-2
CC1(C)CC(=O)C2=C(C1)Nc1ccccc1N(C(=O)Cc1ccccc1)C2c1cccc(O)c1 (stereo not drawn)	0
Cc1ccc(S(=O)(=O)N2CCN(c3ccccc3)CC2)cc1C	10
Cc1onc(-c2c(F)cccc2Cl)c1C(=O)NCc1ccco1	6
CCc1ccc(-c2nnc(-c3ccc(-c4ccc(OC)cc4)cc3)o2)cc1	3
Cc1ccc(OCC(=O)Nc2nc(-c3ccccc3)cs2)cc1C	11
O=C(O)CCCN1C(=O)c2cccc3cccc(c23)C1=O	3
COc1cc2c(cc1OC)C(C)N(C(=O)C1(c3ccccc3)CCCC1)CC2 (stereo not drawn)	0
CCOC(=O)c1cc2c3c(c1)C1C=CCC1C(c1ccc([N+](=O)[O-])cc1)N3CC1CC=CC21 (stereo not drawn)	5
Oc1ccc(/C=N/Nc2cc(N3CCCC3)nc(N3CCCC3)n2)cc1	2
O=C(O)C(Cc1ccccc1)N1C(=O)/C(=C/c2ccc(Br)cc2)SC1=S (stereo not drawn)	5
O=C1CCN(C(=O)c2ccccc2)c2cc3ccccc3cc21	6
CCOc1nc(-c2ccccc2)c2cc(Br)ccc2n1	-2
Cc1ccc(OCC(=O)Nc2sc3c(c2C#N)CCCC3)cc1	3
C=CCOC(=O)C1=C(C)N(CC)C(=O)NC1c1ccc([N+](=O)[O-])cc1 (stereo not drawn)	7
COc1ccc(-c2nnnn2C)cc1S(=O)(=O)Nc1ccc(Br)cc1	1
O=C(Nc1cccc2nsnc12)c1cccc([N+](=O)[O-])c1	-1
COc1ccc(NC2(c3ccccc3)C(=O)c3c(Cl)c(Cl)c(Cl)c(Cl)c3C2=O)cc1	5
O=C(N/N=C1\CCc2ccccc21)c1ccncc1	2
OC1(C#Cc2ccccc2)CCN(Cc2ccccc2)CC1	-6
CCc1ccccc1NC(=O)CN(c1ccc(Oc2ccccc2)cc1)S(C)(=O)=O	4
CCOC(=O)c1c(NC(=O)C(Cc2ccccc2)N2C(=O)c3ccccc3C2=O)sc2c1CCCC2 (stereo not drawn)	6
COc1ccc(N2C(=O)S/C(=C/c3ccc(OC)c(OC)c3)C2=O)cc1	8
CCOc1ccc2nc(SCc3ccc(OC)c(F)c3)sc2c1	4
C[C@@H]1O[C@@H](Nc2ccc(Cl)cc2[N+](=O)[O-])[C@H](O)[C@H](O)[C@H]1O	-12
Brc1cc2c(cc1/C=N/Nc1ccccc1)OCO2	0
COc1ccc(CC(=O)Nc2ccc(-c3nc4ccccc4o3)c(O)c2)cc1OC	-9
CC/C(=N\NC(N)=O)C1CC(C(C)C)CC=C1C (stereo not drawn)	4
Cc1ccc(NC(=O)C2CCCCC2C(=O)O)cc1Cl (stereo not drawn)	6
CC(C)COc1ccc(C(=O)Nc2cc([N+](=O)[O-])ccc2Cl)cc1	-2
COc1ccc(-c2cc(C(=O)N3CCN(Cc4ccccc4)CC3)c3ccccc3n2)cc1OC	-1
CCN(C1=C(Cl)C(=O)N(c2ccccc2)C1=O)c1ccccc1	1
COC(=O)C1=C(C)N(c2ccc(C)cc2)/C(=C\c2ccc(OCC(=O)Nc3ccccc3)cc2)C1=O	3
O=C1C(Cl)=C(NCc2ccccc2)C(=O)N1c1cccc(Cl)c1Cl	-7
CCOC(=O)c1c(N)sc2c1CC(C)(C)NC2(C)C	4
O=C(O)c1cccnc1SCc1ccc([N+](=O)[O-])cc1	6
Cc1ccc(SCCNS(=O)(=O)c2ccc(C)c([N+](=O)[O-])c2)cc1	10
COc1ccc(CCNC(=O)C(=O)Nc2ccc(F)cc2)cc1OC	10
Cc1ccc(C(C)C)c(OCC(=O)Nc2cccc3nsnc23)c1	4
N#C/C(=C\c1ccco1)c1nc(-c2ccc(Cl)c(Cl)c2)cs1	-1
c1ccc2c(c1)NC1CCCCC1C1(CCCCC1)N2 (stereo not drawn)	4
COc1cc(C2C(C#N)=C(N)Oc3c2[nH]c(=O)[nH]c3=O)cc(OC)c1OC (stereo not drawn)	2
Cc1ccc(S(=O)(=O)N2CCN(S(C)(=O)=O)C2C(C)C)cc1 (stereo not drawn)	8
Cc1sc(NC(=O)CN2CCOCC2)c(C(=O)c2ccccc2)c1C	6
COc1ccc(NC(=O)c2cc3ccc4c5ccccc5[nH]c4c3cc2O)cc1	0
CN(C)c1ccc(N/C(N)=N/c2nc(C(F)(F)F)cc(=O)[nH]2)cc1	-4

Arranged by molar mass (falling): four of the compounds above.
structure	ER stress death
COc1ccc(NC(=O)c2cc3ccc4c5ccccc5[nH]c4c3cc2O)cc1	0
N#C/C(=C\c1ccco1)c1nc(-c2ccc(Cl)c(Cl)c2)cs1	-1
Cc1ccc(C(C)C)c(OCC(=O)Nc2cccc3nsnc23)c1	4
Brc1cc2c(cc1/C=N/Nc1ccccc1)OCO2	0

The main list resumes, starting 4 compounds before the break.
structure	ER stress death
Cc1ccc(S(=O)(=O)N2CCN(S(C)(=O)=O)C2C(C)C)cc1 (stereo not drawn)	8
Cc1sc(NC(=O)CN2CCOCC2)c(C(=O)c2ccccc2)c1C	6
COc1ccc(NC(=O)c2cc3ccc4c5ccccc5[nH]c4c3cc2O)cc1	0
CN(C)c1ccc(N/C(N)=N/c2nc(C(F)(F)F)cc(=O)[nH]2)cc1	-4
CCOc1ccc(Nc2cc(=O)n(C)c(=O)n2C)cc1	1
COc1ccccc1C(=O)Oc1ccc2c(c1)C(C)=CC(C)(C)N2	-11
CCCCn1ccc(=O)c2c(C(F)(F)F)nccc21	11
O=C1NCC(c2ccccc2)C1C(=O)N/N=C\c1cc(Cl)ccc1O (stereo not drawn)	-2
O=C1C2C(c3ccccc3)OC3(C(=O)c4ccccc4C3=O)C2C(=O)N1c1ccc(F)c([N+](=O)[O-])c1 (stereo not drawn)	2
CCOc1ccc(N(CC(=O)Nc2c(C)cccc2C)S(C)(=O)=O)cc1	6
COc1ccccc1/C=C1\SC(=S)N(C(CCSC)C(=O)O)C1=O (stereo not drawn)	2
Cn1c2c(c(=O)n(C)c1=O)C(c1ccccc1)C1=C(N2)c2ccccc2C1=O (stereo not drawn)	0
Cc1ccc(/C(O)=C2/C(=O)C(=O)N(CCCn3ccnc3)C2c2ccc(Cl)cc2)cc1 (stereo not drawn)	12
COc1ccc2c(c1OC)C(=O)OC2CC(=O)c1ccc(N(C)C)cc1 (stereo not drawn)	10
COC(=O)n1ccc(C(=O)Nc2ccc(C)cc2C)n1	-2
C/C(=N\NC(=O)c1cccc(Br)c1)c1ccccn1	29
COc1ccc(CN2CCN(Cc3ccccc3Cl)CC2)c2ccccc12	-4
COC(CNS(=O)(=O)c1ccc(Cl)cc1)c1ccccc1 (stereo not drawn)	1
O=C(Nc1ccc2nn(-c3cccc([N+](=O)[O-])c3)nc2c1)c1cccs1	2
CN1CCN(C(=O)c2cnn3c2NC(c2ccc(Br)cc2)CC3C(F)(F)F)CC1 (stereo not drawn)	-13
COc1ccccc1NC(=O)c1cccc2c(Br)cccc12	6
O=C(CCN1CCCCC1)c1ccccc1	-11
COC(=O)c1ccccc1NC(=O)CN(c1ccc(OC)cc1)S(C)(=O)=O	0
Cc1ccc(/C=C2\SC(=S)N(CCC(=O)Nc3ccc(S(=O)(=O)Nc4nccs4)cc3)C2=O)cc1	-3
COC(=O)c1c(NC(=O)c2cccc([N+](=O)[O-])c2)sc(C)c1C	-2
CCOc1cc(/C=c2/sc3nc4ccccc4n3c2=O)cc(I)c1OCC	3
COc1ccccc1NCN1C(=O)S/C(=C/c2ccc(C)cc2)C1=O	-8
S=c1[nH]ncn1/N=C/c1ccc(Br)cc1	2
COc1ccc(C=Nc2ccc(Sc3ccc([N+](=O)[O-])cc3)cc2)cc1OC	8
COc1ccc(CN=Cc2c(O)n(-c3cc(OC)ccc3OC)c(=O)[nH]c2=O)cc1	17
O=S(=O)(Nc1nc2ccccc2nc1N1CCCCC1)c1ccccc1	0
O=C(COCC(=O)N1CCOCC1)NCC(=O)N1CCOCC1	8
COc1ccc(/C=C2\SC(=O)N(CCC(=O)N3CCN(C)CC3)C2=O)cc1	-4
OC(COCCC12CC3CC(CC(C3)C1)C2)CN1CCSCC1 (stereo not drawn)	-7
Cc1ccc(OCC(=O)O/N=C(\N)Cc2ccc([N+](=O)[O-])cc2)c(C)c1	-2
COc1ccc(CC(=O)Nc2ccc(Br)cc2C(=O)O)cc1	7
Cc1cccc(OCCOCCN2CCC(C)CC2)c1C	-3
COc1cc2c(cc1OC)C(=S)NC1(CCCC1)C2	-7
COc1cccc(C=Nc2cc(Cl)cc(Cl)c2)c1O	14
Cc1ccc(-c2nc3ncccc3o2)cc1N	-2
CCc1ccc(NC(=O)c2nn3c(C(F)(F)F)cc(-c4ccccc4)nc3c2Br)cc1	-2
CCC(=O)Nc1ccc(NC(=O)c2cc3ccccc3cc2OC)cc1	3
O=[N+]([O-])c1ccc(Oc2cc(C(F)(F)F)ccc2Cl)cc1O	18
Cc1ccc(CC/C=N/N=C2\NC(=O)CS2)o1	-2
COc1ccc(C(=O)Oc2ccc3c4c(c(=O)oc3c2)CCC4)cc1	15
CC1CCc2c(sc(NC(=O)Cc3ccccc3)c2C(N)=O)C1 (stereo not drawn)	2
Oc1ccc(C2NN=C(c3ccccc3)S2)cc1 (stereo not drawn)	-5
CCOC(=O)c1cnc(SCCCc2ccccc2)nc1N	0
CCOC(=O)COc1ccc(-c2nc3sc(C)c(C)c3c(=O)[nH]2)cc1OCC	7
Cc1ccc(C(C)C)c(OCCNC(=S)Nc2cccc3ccccc23)c1	0

Screening results from PubChem BioAssay.
